# From PubChem BioAssay
# IL2 activator: qHTS of IL-2 Activators; IL-2 activation reporter assay, cell-based qHTS; stimulated with anti-CD3/CD4/CD28 beads; in transgenic mouse T cells; activation, % (series mostly up to about 46 µM); actives 0.065% (n = 360,000); in the data active = activation above about 50%; also: 0% is about no effect
#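 Screening format: compound pinned onto unstimulated transgenic mouse T cells, 60 min incubation, then anti-CD3/anti-CD4/anti-CD28 bead stimulation for 18 hours at 37 degrees C, followed by EGFP and DsRed detection.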
# EPAC2 ag: qHTS for Agonist of cAMP-regulated guanine nucleotide exchange factor 4 (EPAC2): primary screen; Rap guanine nucleotide exchange factor 4 (Homo sapiens), Q8WZA2; EPAC2 activation, biochemical qHTS; response scale: 100% = 6.5 mM cAMP response; Potency, µM (doses to about 154 µM), without a hit: at the highest dose activation, usual class: activators; actives 0.079% (n = 360,000); AID 720711, 2013; active = well fitted activation curve with a large enough effect; also: potency is read from the fitted curve at half-maximal effect; nearly all actives have a fitted effect of over 50% in size
# Target sequence (Q8WZA2 whole entry, looked up): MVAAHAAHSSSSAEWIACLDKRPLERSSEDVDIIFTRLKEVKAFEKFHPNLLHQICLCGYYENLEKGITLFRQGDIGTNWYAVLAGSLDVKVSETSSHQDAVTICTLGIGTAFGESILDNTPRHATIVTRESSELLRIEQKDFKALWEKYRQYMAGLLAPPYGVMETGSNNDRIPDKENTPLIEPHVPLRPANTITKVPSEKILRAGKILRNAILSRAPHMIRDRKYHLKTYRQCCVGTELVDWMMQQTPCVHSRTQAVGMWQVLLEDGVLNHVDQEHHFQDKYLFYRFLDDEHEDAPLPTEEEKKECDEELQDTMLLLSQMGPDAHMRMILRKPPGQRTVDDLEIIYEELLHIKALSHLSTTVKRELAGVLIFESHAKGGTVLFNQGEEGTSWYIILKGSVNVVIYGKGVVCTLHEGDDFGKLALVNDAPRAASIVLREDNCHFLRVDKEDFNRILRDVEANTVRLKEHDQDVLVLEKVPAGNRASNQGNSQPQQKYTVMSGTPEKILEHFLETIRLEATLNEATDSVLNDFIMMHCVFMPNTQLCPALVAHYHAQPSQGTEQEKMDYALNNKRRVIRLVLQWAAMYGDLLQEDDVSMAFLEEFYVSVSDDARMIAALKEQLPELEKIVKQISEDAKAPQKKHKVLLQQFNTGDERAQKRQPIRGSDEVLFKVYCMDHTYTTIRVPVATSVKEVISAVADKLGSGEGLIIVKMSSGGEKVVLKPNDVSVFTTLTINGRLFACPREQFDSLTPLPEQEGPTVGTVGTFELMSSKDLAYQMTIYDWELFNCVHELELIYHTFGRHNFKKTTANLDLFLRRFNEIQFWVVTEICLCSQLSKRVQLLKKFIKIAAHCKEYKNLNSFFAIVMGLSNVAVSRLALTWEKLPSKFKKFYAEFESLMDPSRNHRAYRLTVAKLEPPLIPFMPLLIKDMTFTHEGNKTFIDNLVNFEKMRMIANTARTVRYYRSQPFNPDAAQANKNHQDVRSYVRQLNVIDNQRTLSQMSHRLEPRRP
#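 EPAC2 (100 nM) mixed with Rap1B loaded with BODIPY-GDP (250 nM) plus 50 uM unlabeled GDP; compounds pinned in, 5 min RT, then read every 5 min for 30 min (ex 480, em 540 nm). Normalized to cAMP control.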
# An asterisk follows results filed as active; & = joins results of further samples; [ ] = remark or other dose. Some of the compounds tested; rates above refer to the full screens.
SMILES,IL2 activator,EPAC2 ag
CCOC(=O)[C@]12CCCC=C1N(CCc1ccc(OC)c(OC)c1)C(=O)[C@H](CC(=O)N1CCCCC1)C2,-1.0,-4.6%
CN(Cc1ccc(Cl)c(Cl)c1)C(C(=O)NCc1ccccc1)c1ccc(C(F)(F)F)cc1 (stereo not drawn),-0.9,-3.2%
COC(=O)[C@@]12C[C@@H](CC(=O)NCc3ccc(OC)c(OC)c3)C(=O)N(Cc3ccccc3)C1=CCC(C)(C)C2,-0.1,3.5%
O=C(NCc1ccccc1)C(C1CC1)n1c(-c2cccs2)nc2ccccc21 (stereo not drawn),0.4,1.9%
O=C(C[C@H]1CC[C@H]2[C@@H](COC[C@H](O)CN2Cc2ccccc2)O1)NCCCN1CCOCC1,0.3,0.0%
O=C(C(=O)N1CCN(C(=O)OCc2ccccc2)CC1)c1cccs1,-0.3,3.8%
COc1ccc(CNC(=O)C[C@@H]2CC[C@@H](NS(=O)(=O)c3cccc(OC)c3)[C@@H](CO)O2)cc1,0.4,5.6%
Cc1cnc(C(=O)Nc2c(-c3ccccc3)[nH][nH]c2=O)cn1,-0.1,-3.4%
CCCc1c(Cc2cccc(F)c2)ncn1Cc1cccc(-c2ccccc2)c1,-1.0,2.6%
CC(=O)C[C@@H]1SC[C@H](c2ccccc2)N1S(=O)(=O)c1ccc(C)cc1,3.5,17.0%
O=C(NC1CCCC1)C(C1CC1)n1c(-c2ccncc2)nc2ccccc21 (stereo not drawn),0.1,8.2%
O=C(NCc1ccccc1)C(c1ccccc1)n1c(=O)c(-c2cc3ccccc3[nH]2)nc2ccccc21 (stereo not drawn),1.5,8.4%
COC(=O)C1=CN(c2ccc3c(c2)OCO3)C(N)=C(C#N)C1c1cccc(F)c1 (stereo not drawn),-0.3,7.2%
COc1ccc(C(C(=O)Nc2c(C)cccc2C)N2CCN(c3ccc(C)cc3)CC2)cc1 (stereo not drawn),-0.3,0.3%
CCCCCCCCN1C(=O)[C@H](CC(=O)NCC23CC4CC(CC(C4)C2)C3)C[C@@]2(C(=O)OCC)CCC=C12,-0.2,-4.0%
CCCCNC(=O)C1C(c2ccccc2)=Nc2ccccc2N1C(=O)c1ccc2c(c1)OCO2 (stereo not drawn),-0.8,16.0%
COC(=O)C[C@H]1N(S(=O)(=O)c2ccc(C)cc2)C(C(C)C)CC1(C(=O)OC)C(=O)OC (stereo partly drawn),-0.2,16.5%
COC(=O)C1=CN(c2ccc(F)cc2)C(N)=C(C#N)C1c1ccc(-c2ccccc2)cc1 (stereo not drawn),-0.7,20.7%
CCOC1=C2CN(S(=O)(=O)c3ccc(C)cc3)C(c3cccc(Cl)c3)CC2N(S(=O)(=O)c2ccc(Cl)cc2)C(c2ccccc2)C1 (stereo not drawn),0.7,6.4%
Cc1ccc(S(=O)(=O)N2CCC(=O)N([C@H](COCc3ccc(C(F)(F)F)cc3)C(C)C)CC2)cc1,-0.6,-10.0%
CC(=O)N1CCC(C(=O)N2c3ccccc3N=C(c3ccc(C(F)(F)F)cc3)C2C(=O)NC(C)C)CC1 (stereo not drawn),-0.1,5.5%
CC(C)(C)NC(=O)C(c1ccccc1)n1c(=O)c(-c2cc3ccccc3[nH]2)nc2ccccc21 (stereo not drawn),-0.8,3.1%
COC(=O)[C@@]12C[C@@H](CC(=O)NCc3ccccc3)C(=O)N(Cc3ccco3)C1=CCC(C)(C)C2,-0.1,8.7%
O=C(C(=Cc1ccc(O)cc1)c1ccccc1)c1ccccc1,-0.3,4.7%[76.9 µM]
CSCCC(C(=O)NC(C)(C)C)n1c(-c2cccc(NC(C)=O)c2)nc2ccccc21 (stereo not drawn),0.6,5.8%
COC(=O)C[C@H]1C=C[C@H](NC(=O)c2ccccn2)[C@@H](CO)O1,-0.4,0.9%
COC(=O)C1=CN(c2ccc(N3CCOCC3)cc2)C(N)=C(C#N)C1c1cccc(F)c1 (stereo not drawn),0.5,4.7%
CC(C)(C)NC(=O)C(CCc1ccccc1)n1c(=O)c(-c2ccccc2)nc2ccccc21 (stereo not drawn),-0.9,7.8%
CCOC(=O)[C@]12CCCC=C1N(CCC1=CCCCC1)C(=O)[C@H](CC(=O)NCCC(C)C)C2,-0.9,-6.2%
CCC(C(=O)NC(C)(C)C)n1c(-c2cccc(NC(C)=O)c2)nc2ccccc21 (stereo not drawn),-0.2,6.8%

# Some of the entries above, set out differently:
smiles | IL2 activator | EPAC2 ag
O=C(C(=O)N1CCN(C(=O)OCc2ccccc2)CC1)c1cccs1 | -0.3 | 3.8%
COc1ccc(CNC(=O)C[C@@H]2CC[C@@H](NS(=O)(=O)c3cccc(OC)c3)[C@@H](CO)O2)cc1 | 0.4 | 5.6%
Cc1cnc(C(=O)Nc2c(-c3ccccc3)[nH][nH]c2=O)cn1 | -0.1 | -3.4%

# The main list resumes, starting 2 compounds before the break.
SMILES,IL2 activator,EPAC2 ag
CCOC(=O)[C@]12CCCC=C1N(CCC1=CCCCC1)C(=O)[C@H](CC(=O)NCCC(C)C)C2,-0.9,-6.2%
CCC(C(=O)NC(C)(C)C)n1c(-c2cccc(NC(C)=O)c2)nc2ccccc21 (stereo not drawn),-0.2,6.8%
COC(=O)C[C@@H]1C=C[C@@H](NC(=O)c2ccc3c(c2)OCO3)[C@@H](CO)O1,0.2,4.2%
COCCN1C(=O)CN(S(C)(=O)=O)CC1(C)C(=O)Nc1ccc2c(c1)OCCO2 (stereo not drawn),-0.1,1.5%
CC1(C(=O)Nc2ccc3c(c2)OCCO3)CN(S(C)(=O)=O)CC(=O)N1CCc1ccc(O)cc1 (stereo not drawn),0.1,6.0%
Cc1ccc(-c2cccc(=O)o2)cc1,0.3,2.6%
Cc1ccc(N2CCN(C(=O)C(=O)c3ccc(F)c(F)c3)CC2)cc1,0.4,-6.3%
COc1cc2c(cc1OC)/C(=C/C(=O)OCc1ccccc1)OC2,0.7,8.4%
COCCCNC(=O)C[C@@H]1C[C@@]2(C(=O)OC)CC(C)(C)CC=C2N(CCc2ccc(OC)c(OC)c2)C1=O,0.5,-0.5%
Cc1cccc(C)c1NC(=O)C1(C)CN(S(C)(=O)=O)CC(=O)N1Cc1cccs1 (stereo not drawn),0.1,3.7%
Cc1ccc(S(=O)(=O)N2C3CCCCC3O[C@H]2CC(=O)c2ccc(F)cc2)cc1 (stereo partly drawn),-0.4,2.8%
COc1ccc(OC)c(CN2C(=O)CSCC2(C)C(=O)NC(C)C)c1 (stereo not drawn),-0.4,-3.6%
CCCCNC(=O)C(NC(=O)c1cccs1)C(=O)c1ccccc1 (stereo not drawn),-0.1,-4.6%
O=C(Nc1cccc(C(=O)N2CCOCC2)c1)C1CCCCC1,0.0,7.5%
CCC(c1nc2ccccc2[nH]1)n1c(=O)c(-c2ccccc2)nc2ccccc21 (stereo not drawn),2.0,17.9%
CC(C)N1C(=O)c2ccccc2NC(=O)C1C(=O)NCc1ccccc1 (stereo not drawn),1.0,3.8%
CCC(=O)N[C@H]1CC[C@@H](CCn2cc(C3CC3)nn2)O[C@@H]1CO,-0.3,-5.3%
COC(=O)[C@]12CCCCC=C1N(Cc1ccc3c(c1)OCO3)C(=O)[C@H](CC(=O)NCc1cccs1)C2,0.5,27.3%
COCCCNC(=O)C[C@@H]1C[C@@]2(C(=O)OC)CC(C)(C)CC=C2N(Cc2ccc3c(c2)OCO3)C1=O,0.8,2.3%
COc1ccc(Cn2cc(CN3CCc4onc(-c5ccc(Br)cc5)c4C3=O)nn2)cc1,-1.0,3.1%
COC(=O)[C@@]12C[C@@H](CC(=O)NCC34CC5CC(CC(C5)C3)C4)C(=O)N(CCc3ccc(OC)c(OC)c3)C1=CCC(C)(C)C2,-0.9,-9.1%
COC(=O)C1(C(=O)OC)C[C@H](/C=C/c2ccccc2)N(Cc2ccccc2OC)[C@@H]1c1cccs1,0.7&-0.1,6.9%&8.8%
COc1ccccc1-c1ncn(Cc2cccc(-c3ccccc3)c2)c1-c1cc(C)cc(C)c1,-0.7,3.2%
O=C(C[C@@H]1CC[C@H](NC(=O)c2ccc3c(c2)OCO3)[C@@H](CO)O1)NCc1ccc(F)cc1,0.7,11.1%
Cc1ccc(S(=O)(=O)N2[C@@H](Cc3ccccc3)CO[C@H]2CC(=O)c2cccs2)cc1,-0.7,-1.8%
COc1ccc(S(=O)(=O)N[C@@H]2C=C[C@@H](CC(=O)N3CCc4ccccc4C3)O[C@@H]2CO)cc1,0.0,4.4%
N#Cc1cccc(C(=O)C(=O)N2CCN(C(=O)OCc3ccccc3)CC2)c1,0.7,3.5%
O=C(C(O)c1ccccc1)N1CCN(S(=O)(=O)c2ccc(F)c(F)c2)CC1 (stereo not drawn),0.8,2.1%
CC(=O)C1=CCC(c2ccccc2)N(Cc2ccccc2)C1 (stereo not drawn),1.1,9.1%
CC(C)[C@H](NC(=O)OC(C)(C)C)c1cc(C(=O)NCCO)c(N)s1,0.9,-2.3%
CCCCCCCCN1C(=O)[C@H](CC(=O)NCc2cccc(C(F)(F)F)c2)C[C@@]2(C(=O)OC)CC(C)(C)CC=C12,-1.0,-21.8%
O=C(C(=O)N1CCN(C/C=C/c2ccccc2)CC1)c1ccccc1,-0.5,-0.2%

# Nothing new here: an excerpt of the list.
SMILES,IL2 activator,EPAC2 ag
CCCCCCCCN1C(=O)[C@H](CC(=O)NCc2cccc(C(F)(F)F)c2)C[C@@]2(C(=O)OC)CC(C)(C)CC=C12,-1.0,-21.8%
O=C(C(=O)N1CCN(C/C=C/c2ccccc2)CC1)c1ccccc1,-0.5,-0.2%

# Next records.
SMILES,IL2 activator,EPAC2 ag
CCOC(=O)[C@]12CCCC=C1N(Cc1ccccc1)C(=O)[C@H](CC(=O)NCc1cccs1)C2,-0.5,18.9%
Cc1cccc(C)c1NC(=O)C(c1ccnc2ccccc12)n1c(=O)c(-c2ccco2)nc2ccccc21 (stereo not drawn),-0.5,3.3%
Nc1sc(Cc2ccccc2)cc1C(=O)c1c(-c2ccccc2)[nH]c2ccccc12,-0.2,5.9%
CSCCC(c1nc2ccccc2[nH]1)n1c(=O)c(-c2cc3ccccc3[nH]2)nc2ccccc21 (stereo not drawn),-0.1,18.9%
CC1(C(=O)NCc2ccccc2)CSCC(=O)N1C1CC1 (stereo not drawn),-0.1,5.9%
COC(=O)C[C@@H]1C=C[C@@H](NC(=O)c2cccnc2)[C@@H](CO)O1,0.0,10.9%
O=C1Nc2ccccc2-n2nnnc2C1N1CCN(C(=O)c2ccco2)CC1 (stereo not drawn),-0.5,9.1%
CCOC(=O)[C@]12CCCC=C1N(CCC1=CCCCC1)C(=O)[C@H](CC(=O)NCCc1ccccc1OC)C2,-0.9,8.9%
O=C(C[C@H]1CC[C@H]2[C@@H](COC[C@H](O)CN2C(=O)c2ccccn2)O1)N1CCN(c2ccccc2)CC1,-0.2,-2.3%
COC(=O)[C@]12CCCCC=C1N(Cc1ccc3c(c1)OCO3)C(=O)[C@H](CC(=O)NCc1ccc(C)o1)C2,-0.5,7.5%
COC(=O)[C@@]12C[C@@H](CC(=O)N3CCCCC3)C(=O)N(Cc3ccco3)C1=CCC(C)(C)C2,0.2,4.7%
Cc1cccc(C)c1NC(=O)C1(C)CN(S(C)(=O)=O)CC(=O)N1Cc1cccc(F)c1 (stereo not drawn),0.5,8.7%
COC(=O)C[C@@H]1CC[C@@H](NS(=O)(=O)c2ccc(F)cc2)[C@@H](CO)O1,1.2,6.7%
CC(=O)C1CN(S(=O)(=O)c2ccc(C)cc2)C(c2ccccc2)CC1C (stereo not drawn),-0.5,5.1%
O=C(C[C@H]1CC[C@H]2[C@@H](COC[C@@H](O)CN2Cc2cc(F)ccc2F)O1)NCc1ccc(Cl)cc1,1.0,2.6%
Cc1cc2c(cc1C)-c1nnnn1C(N1CCCC1)C(=O)N2 (stereo not drawn),-0.1,-1.6%
CCCCNC(=O)C(NC(=O)c1ccc(C)cc1)C(=O)c1ccccc1 (stereo not drawn),-0.5,-2.6%
COc1ccc(C2=Nc3ccccc3N(C(=O)c3ccncc3)C2C(=O)NC(C)(C)C)cc1 (stereo not drawn),0.6,6.4%
COC(=O)[C@@]12C[C@@H](CC(=O)N3CCC(c4ccccc4)CC3)C(=O)N(Cc3cccc4ccccc34)C1=CCC(C)(C)C2,-1.0,5.3%
CCCCNC(=O)C(NC(=O)c1ccc2c(c1)OCO2)C(=O)c1ccccc1 (stereo not drawn),0.3,-0.5%
CC(C)NC(=O)C1(C)CSCC(=O)N1CCCN1CCOCC1 (stereo not drawn),0.2,10.9%

# 5 of the compounds above, as tab-separated lines.
SMILES	IL2 activator	EPAC2 ag
O=C1Nc2ccccc2-n2nnnc2C1N1CCN(C(=O)c2ccco2)CC1 (stereo not drawn)	-0.5	9.1%
CCOC(=O)[C@]12CCCC=C1N(CCC1=CCCCC1)C(=O)[C@H](CC(=O)NCCc1ccccc1OC)C2	-0.9	8.9%
O=C(C[C@H]1CC[C@H]2[C@@H](COC[C@H](O)CN2C(=O)c2ccccn2)O1)N1CCN(c2ccccc2)CC1	-0.2	-2.3%
COC(=O)[C@]12CCCCC=C1N(Cc1ccc3c(c1)OCO3)C(=O)[C@H](CC(=O)NCc1ccc(C)o1)C2	-0.5	7.5%
COC(=O)[C@@]12C[C@@H](CC(=O)N3CCCCC3)C(=O)N(Cc3ccco3)C1=CCC(C)(C)C2	0.2	4.7%
